aSyn yeast rescue = rescues yeast growth from alpha-synuclein toxicity; S. cerevisiae alpha-synuclein toxicity rescue, BacTiter-Glo growth, 24 h; Potency, µM (top dose mostly 46.1 µM), for inactives: at the top dose growth rescue (activation), hits mostly activators; 94,000 compounds, 0.02% hits; active means well fitted activation curve with a large enough effect; inconclusive means small, poorly fitted or top-dose-only effect; further: 0% is about no effect
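Growth restoration measured by BacTiter-Glo luminescence after 24 hr at 30 deg C; alpha-synuclein yeast, raffinose-pregrown to mid-log, were added at OD600=0.02 in galactose medium onto pinned compounds.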
Starred values were filed as active, the others as inactive; ? = inconclusive; & = joins results of further samples; [ ] = remark or other dose. Potency means the concentration at half of the fitted maximal effect. A portion of the library; count on the stated rates, not on these rows.

SMILES | aSyn yeast rescue
COCCCNC(=O)CSc1nc2c(sc3ccccc32)c(=O)n1CCCC(=O)NCCOC | -4%
CC1CCc2nn(CC(=O)Nc3cccc(C(F)(F)F)c3)c(=O)cc2C1 (stereo unspecified) | -3%
Cc1cccc(CCNC(=O)C2CCC(CNS(=O)(=O)c3ccccc3)CC2)c1 (stereo unspecified) | -10%
CS(=O)(=O)c1ccccc1-c1nnc(NC(=O)c2ccc3ncsc3c2)o1 | 3%
CC(CN(C)Cc1ccccc1)OC(=O)C1COc2ccccc2O1 (stereo unspecified) | -8%
Cc1cc(-c2nc3ncccc3o2)ccc1NC(=O)c1ccccc1Br | 0%
O=C1/C(=C\c2cccnc2)Sc2ccccc21 | 9%
Cc1ccccc1Cn1c(CN2CCN(c3cc(Cl)ccc3C)CC2)nc2c1c(=O)[nH]c(=O)n2C | -13%
CN(CCCN1CCCCC1)C(=O)CCc1nnc(C2CCCCC2)o1 | -11%
COc1ccc(CCN(Cc2cc3ccc(C)cc3[nH]c2=O)C(C)=O)cc1OC | -13%
COc1ccc(C)cc1NC(=O)N1CCCn2nc(C)cc21 | 1%
O=C(CCS(=O)(=O)c1cc2c(cc1Cl)NC(=O)CO2)NCc1ccccc1Cl | 3%
COc1ccc(-c2cn(-c3ccccc3)c3[n+]2CCS3)cc1 | 2%
Cc1ccc([C@H]2C[C@@H](n3cc(COC(=O)c4ccccc4)nn3)[C@H](O)CN2C(=O)c2cccs2)cc1 | 0%
CN1C(=O)Cc2cc(S(=O)(=O)NCCc3ccc(Cl)cc3)ccc21 | -10%
CC1Cc2ccccc2N1C1=CC(=O)CCC1 (stereo unspecified) | -3%
CC(C)CN(C(=O)CN1CCN(c2cccc(Cl)c2)CC1)c1c(N)n(CC(C)C)c(=O)[nH]c1=O | 7%
C[C@@H]1CN([C@H](C)CO)C(=O)CCCn2cc(nn2)CO[C@H]1CN(C)S(=O)(=O)c1ccc2ccccc2c1 | -2%
COc1cc(CN(C(=O)COc2ccc(C)c(C)c2)c2ccccn2)cc(OC)c1OC | -2%
Cc1cc(C)cc(NC(=O)CCc2c(C)nc3c4cccnc4nn3c2C)c1 | -8%
O=C(CCn1c(=O)oc2ccccc21)Nc1ccc2c(c1)OCCO2 | 6%
O=C(c1cccs1)n1nc(-c2cccnc2)nc1NCc1ccco1 | 5%
COc1cccc(-c2ccc(-c3noc(-c4ccccc4Br)n3)c(OC)n2)c1 | 4%
CCc1nn2c(=O)c(S(=O)(=O)Nc3ccccc3)c(C)nc2s1 | 5%
CN(C)c1cc[n+](CC(=O)Nc2c(Cl)cc(Cl)cc2Cl)cc1 | 1%

An excerpt from above in order of number of heavy atoms, lowest first.
SMILES | aSyn yeast rescue
O=C1/C(=C\c2cccnc2)Sc2ccccc21 | 9%
O=C(c1cccs1)n1nc(-c2cccnc2)nc1NCc1ccco1 | 5%
Cc1cccc(CCNC(=O)C2CCC(CNS(=O)(=O)c3ccccc3)CC2)c1 (stereo unspecified) | -10%

Back to the main list, starting 4 compounds before the break.
SMILES | aSyn yeast rescue
O=C(c1cccs1)n1nc(-c2cccnc2)nc1NCc1ccco1 | 5%
COc1cccc(-c2ccc(-c3noc(-c4ccccc4Br)n3)c(OC)n2)c1 | 4%
CCc1nn2c(=O)c(S(=O)(=O)Nc3ccccc3)c(C)nc2s1 | 5%
CN(C)c1cc[n+](CC(=O)Nc2c(Cl)cc(Cl)cc2Cl)cc1 | 1%
O=[N+]([O-])c1ccc(N2CCN(CCO)CC2)cc1Sc1nc2ccccc2[nH]1 | -9%
COc1ccc(S(=O)(=O)N2CCOCC2)cc1NC(=O)C1CC(=O)N(c2ccc3c(c2)OCCO3)C1 (stereo unspecified) | 4%
CCN(C(=O)C1CCC(CNS(=O)(=O)c2cccc3nsnc23)CC1)c1ccccc1 (stereo unspecified) | 2%
CCOC(=O)c1c(Oc2ccc(C(=O)OC)cc2)nnc(-c2ccccc2)c1-c1ccccc1 | -1%
O=S(=O)(NC(=NCCc1ccc(Cl)cc1)c1ccccc1Cl)c1cccs1 | 3%
Cc1ccc(S(=O)(=O)c2cn(CC(=O)Nc3ccc(C)c(Cl)c3)c3ccc(C)cc3c2=O)cc1 | 5%
Nc1ccccc1SCc1c(Cl)cccc1Cl | 17%
CCOC(=O)N(C)C[C@@H]1OCc2cnnn2CCCC(=O)N([C@H](C)CO)C[C@@H]1C | -2%
COc1ccc(C)cc1NC(=O)c1ccc2c(c1)CCN2S(=O)(=O)c1ccc(Cl)cc1 | 5%
Cc1sc(N)nc1-c1c(C)n(C)c2ccccc12 | -8%
COc1cc(CN2CCc3nc(N4CCN(c5ccccc5F)CC4)ncc3C2)ccc1OC(C)C | -5%
COc1cccc(Cn2c(CNS(=O)(=O)c3ccc4c(c3)CCCC4)nc3cccnc32)c1 | 8%
CC1CCN(C(=O)C(C)Sc2nc(-c3ccccc3)cc(C(F)(F)F)n2)CC1 (stereo unspecified) | ?
COc1cc(NC(=O)CCCc2nnc3n(CC(C)C)c(=O)c4sccc4n23)cc(OC)c1 | -3%
S=c1[nH]nc(-c2cc(-c3ccccc3)n[nH]2)n1/N=C/c1ccc(Br)s1 | 9%
Cc1sc2c(c1C)c(=O)n(Cc1ccccc1)c(=O)n2CC(=O)N(C)c1ccccc1 | -1%
CC(=O)Nc1ccc(S(=O)(=O)NCCc2cn3ccsc3n2)cc1 | -9%
Cc1ccc(S(=O)(=O)NCC(=O)OCC(=O)NCc2cccs2)cc1 | 2%
Cc1ccc(CNC(=S)NCc2ccncc2)cc1 | 1%
Cc1ccc(-c2cc(N)n(Cc3cccc(Cl)c3)n2)cc1 | 5%
COc1ccc(CN2CCN(Cc3cc(=O)oc4cc(C)ccc34)CC2)c(OC)c1OC | 1%&-8%
CCN(CC(=O)NCc1ccc(F)cc1)C(=O)C1CCN(S(=O)(=O)c2ccc(C(C)C)cc2)CC1 | -4%
COc1ccc(CN(C)C(=O)c2cccc(NC(=O)CC3SC(N4CCCCC4)=NC3=O)c2)c(OC)c1 (stereo unspecified) | -27%
COC(=O)Cc1cc(=O)[nH]c(/N=C(\N)Nc2cccc(C)c2)n1 | -5%
CCc1nnc(NC(=O)CSc2nnc(-c3cccnc3)n2C)s1 | 9%
SMILES | aSyn yeast rescue
CC1CN(C(=O)c2ccc(S(=O)(=O)Nc3cccc(C(F)(F)F)c3)cc2)CC(C)O1 (stereo unspecified) | -5%
CSc1ccc(CNC(=O)C2CCN(c3nnc(-n4cccc4CNc4ccc(C)cc4)s3)CC2)cc1 | 8%
CCOC(=O)C1CCc2c(ccc3ccccc23)N1CCC#N (stereo unspecified) | 7%
COc1cccc(CN2C(=O)C3(SCC(=O)N3c3cc(C)cc(C)c3)c3ccccc32)c1 (stereo unspecified) | -6%
Nc1nc(N)c(C=Nc2ccc(Br)cc2)c(Nc2ccc(Br)cc2)n1 | -3%
Cc1nn(C2CCS(=O)(=O)C2)c2nc(C3CC3)cc(C(=O)Nc3cccc(C#N)c3)c12 (stereo unspecified) | -1%
CCOc1ccc(NS(=O)(=O)c2cc3c(cc2Cl)NC(=O)CO3)cc1 | -10%
CCCN1CCN(CCCNC(=O)Cn2nc(C)n3c(cc4c(OC)cccc43)c2=O)CC1 | -4%
O=[N+]([O-])c1ccc(O)c(/C=N/NC(=S)Nc2ccc(Cl)cc2Cl)c1 | 1%
Cc1c(C(=O)OCC(=O)NC2CC2)oc2ccc(Br)cc12 | -23%
Cc1ccc(S(=O)(=O)c2nnn3c2nc(N2CCN(c4cccc(C)c4C)CC2)c2ccccc23)cc1C | -5%
Cc1ccc(C)c(N2CCN(c3nc4c(S(=O)(=O)c5ccccc5)nnn4c4ccc(Cl)cc34)CC2)c1 | 2%
CC(C)NS(=O)(=O)c1ccc(OCC(=O)N2CCN(c3cccc(Cl)c3)CC2)cc1 | 5%
COc1ccc(-c2ccc(NS(=O)(=O)c3ccc(NC(C)=O)cc3)cc2)nn1 | -7%
O=C1NC(Cc2ccccc2)c2nc3cc(Cl)ccc3c(=O)n2-c2ncccc21 (stereo unspecified) | -2%
Cc1ccc(C)c(CN2C(=O)c3ccccc3S(=O)c3ccc(C(=O)N(C)Cc4ccccc4)cc32)c1 (stereo unspecified) | -4%
O=C(O)c1cccnc1Sc1ccc(Br)cc1 | 5%
COc1cc(/C=C/c2cc[n+](C)cc2)ccc1OCC(=O)Nc1ccc(Cl)c(Cl)c1 | -33%[inhibitor]
Cc1cccc2[nH]c(SCC(=O)O)nc12 | 4%
CNC(=S)Nc1ccc(Cc2ccncc2)cc1 | 1%
COC(=O)c1cc(Br)ccc1NC(=O)Nc1ccccc1 | 5%
Cc1nnc(SCC(=O)c2ccccc2F)n1Cc1ccccc1 | -3%
Cc1ccc(-c2nn(C)c(=O)c3ccccc23)cc1S(=O)(=O)NCCCN(C)C | -1%
Cc1ccc(N2CCN(C(=O)c3cc4cc5ccc(C)cc5nc4s3)CC2C)cc1 (stereo unspecified) | 5%
COc1ccc(-c2onc(C)c2-c2cscn2)c(O)c1 | 5%
SMILES | aSyn yeast rescue
O=C(O)Cc1nn(Cc2ccc(Cl)cc2)c(=O)c2ccccc12 | 2%
CN1CCN(c2ccccc2NC(=O)c2ccc(N3CCCCC3)c([N+](=O)[O-])c2)CC1 | 9%
COc1ccc(OC)c(CCNC(=O)c2cc3cccc4c3n2CC(C)S4)c1 (stereo unspecified) | 14%
Nc1ccn(CCCNC2CCN(Cc3ccccc3)CC2)c(=O)n1 | 1%
CCCCCCc1cc2cc(-c3cn4c(n3)sc3cc(OC)ccc34)c(=O)oc2cc1O | -13%
CC(=O)Nc1ccc(Nc2nc3ccc(Cl)cc3n3cnnc23)cc1 | 1%
Cc1noc(C)c1CSc1ccccc1C(=O)OC(C)C(N)=O (stereo unspecified) | -3%
COc1ccccc1C(=O)Nc1onc2c1CCCC2 | 7%
CNC(=O)c1ccsc1NC(=O)C1CCCN1S(=O)(=O)c1cccs1 (stereo unspecified) | -4%
COc1ccccc1-n1c2c(cc(C(=O)N3CCC(C)CC3)c1=O)C(=O)CC(C)(C)C2 | -5%
COc1ccc(N(CC(=O)Nc2cccnc2)S(C)(=O)=O)cc1 | -2%
CC(=O)c1ccc(NC(=O)C(Cc2ccccc2)NS(=O)(=O)c2ccc3c(c2)CCC(=O)N3)cc1 (stereo unspecified) | -13%
COc1ccc2cc(C(C)C(=O)N3CCC(C(N)=O)CC3)ccc2c1 (stereo unspecified) | -6%
O=C(NCC(c1ccc(F)cc1)N1CCOCC1)c1c(F)cccc1F (stereo unspecified) | -3%
O=C(NCCCl)NNc1c(Cl)cc(Cl)cc1Cl | -8%
CC(OC(=O)CCN1C(=O)C2CC=CCC2C1=O)C(=O)Nc1cccc(Cl)c1 (stereo unspecified) | -4%
CCCCn1c(CNC(=O)C23CC4CC(CC(C4)C2)C3)nnc1SCC(=O)Nc1ccc(C)cc1 | 8%
CCc1ccc(NC(=O)Cn2nc3c4ccccc4n(Cc4ccccc4)cc-3c2=O)cc1 | 4%
CSc1ncc2c(n1)-c1ccccc1N(Cc1ccc(Cl)cc1)S2(=O)=O | -6%
O=C(N/N=C/c1cc(Br)cc(Br)c1O)c1cccc(S(=O)(=O)N2CCOCC2)c1 | 3%
O=C(O)c1cc(-c2ccc(Cl)s2)[nH]n1 | -6%
CCCCCN(C(=O)CCC(=O)OCC(=O)N(CC)c1ccccc1)c1c(N)n(CCCC)c(=O)[nH]c1=O | -46%[inhibitor]
CC1(c2ccc([N+](=O)[O-])c(CS(=O)(=O)c3ccccc3)c2)OCCO1 | 7%
O=c1n(Cc2cccc(F)c2)c2ccccc2c2nc(-c3ccccc3)nn12 | -2%
Cc1ccc(S(=O)(=O)NCc2ccc3[nH]c(C)cc3c2)cc1 | 5%

Taken from above.
O=c1n(Cc2cccc(F)c2)c2ccccc2c2nc(-c3ccccc3)nn12 in aSyn yeast rescue shows -2%
CSc1ncc2c(n1)-c1ccccc1N(Cc1ccc(Cl)cc1)S2(=O)=O in aSyn yeast rescue shows -6%
CCc1ccc(NC(=O)Cn2nc3c4ccccc4n(Cc4ccccc4)cc-3c2=O)cc1 in aSyn yeast rescue shows 4%

Next entries follow.
SMILES | aSyn yeast rescue
CCc1ccc(-n2nc(CO)c(C(=O)NCc3ccccc3Cl)n2)cc1 | 9%
Cc1ccc(-n2nc3cc(C)c(NC(=O)c4ccc(-c5ccccc5)o4)cc3n2)cc1 | 5%
Cc1nc(-c2ccc(Cl)cc2)sc1CCNC(=O)c1ccco1 | -38%[inhibitor]
CC(CNC(=O)c1ccc(N)cc1)NC(=O)c1ccc(N)cc1 (stereo unspecified) | -6%
O=C(C1CC(Cl)CN1S(=O)(=O)c1ccc(Cl)cc1)N1CCOCC1 (stereo unspecified) | -9%
CCN1CCN(C(=O)c2ccc(CS(=O)(=O)Cc3ccccc3Cl)o2)CC1 | 6%
CCN(CC)S(=O)(=O)c1ccc(N=Nc2c(N)[nH]c(=O)[nH]c2=O)cc1 | -13%
Cn1c(=O)n(C)c2cc(NC(=O)c3ccccc3)ccc21 | -3%
COc1ccc(C(=O)/C=C/c2cc(C(=O)O)cc3c2OCOC3)c(O)c1 | -5%
Cc1cccc(NC(=O)CCc2c(C)nc3c(c(C)nn3C(C)(C)C)c2C)c1C | 9%
O=C1NC(Cc2ccccc2)c2nc3cc(F)ccc3c(=O)n2-c2ncccc21 (stereo unspecified) | 2%
Cc1cc(C)cc(NC(=O)CCS(=O)(=O)c2ccc3nc(C)sc3c2)c1 | 5%
COc1ccc(NC(=O)C2CCCN2C(=O)Oc2ccccc2)cc1 (stereo unspecified) | 1%
Nn1c(Nc2ccc(Cl)cc2)nncc1=O | 0%

Reprinted at random: 3 records from the list.
SMILES | aSyn yeast rescue
Cc1nc(-c2ccc(Cl)cc2)sc1CCNC(=O)c1ccco1 | -38%[inhibitor]
Cc1cc(C)cc(NC(=O)CCS(=O)(=O)c2ccc3nc(C)sc3c2)c1 | 5%
CCc1ccc(-n2nc(CO)c(C(=O)NCc3ccccc3Cl)n2)cc1 | 9%

Compound activity deposited in PubChem by National Center for Advancing Translational Sciences (NCATS).
